# Screening results: PubChem BioAssay, The Scripps Research Institute Molecular Screening Center
# TbREL1 inh – TbREL1 inhibition, primary screen | 89,000 tested, 0.49% active | inhibition, % at 9.66 µM | AID 1117264 | P86926 | TbREL1 RNA ligation, FRET fluorescence;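 active means inhibition above the mean inhibition across all screened compounds plus 3 SD, cut at about 11% in these data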;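 further: 0% = plate median of test wells and 100% = NSC42067 control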
# Target sequence (P86926 whole entry, looked up): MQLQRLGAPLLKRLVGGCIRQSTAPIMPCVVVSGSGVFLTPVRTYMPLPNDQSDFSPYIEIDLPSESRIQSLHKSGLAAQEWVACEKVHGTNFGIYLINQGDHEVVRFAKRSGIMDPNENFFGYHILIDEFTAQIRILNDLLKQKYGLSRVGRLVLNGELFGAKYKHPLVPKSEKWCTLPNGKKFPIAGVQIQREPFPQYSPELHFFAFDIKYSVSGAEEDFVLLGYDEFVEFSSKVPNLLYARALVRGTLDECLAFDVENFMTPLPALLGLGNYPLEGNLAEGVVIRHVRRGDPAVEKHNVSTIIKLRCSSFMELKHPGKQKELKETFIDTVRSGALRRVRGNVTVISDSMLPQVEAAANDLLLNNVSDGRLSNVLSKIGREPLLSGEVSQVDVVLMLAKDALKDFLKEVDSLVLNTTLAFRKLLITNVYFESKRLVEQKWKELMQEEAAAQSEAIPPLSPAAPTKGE
# * marks the source's active call; other numbers are inactive results. This is a subset; the hit share may differ from the screen's.
# Start of the data: the first five compounds, ahead of the listing:
TbREL1 inh	SMILES
3	CC(=O)c1sc(NC(=O)c2cc(S(=O)(=O)N3CCOCC3)ccc2F)nc1C
1	COc1ccc(C2=CC(=O)CC(c3ccc(F)cc3)C2)cc1 (stereo not given)
-4	COc1ccc(C)cc1-n1nnnc1SCC(=O)N1CCC(C(=O)Nc2nccs2)CC1
6	Cc1nc(N2CCOCC2)c2c(C)c(C(=O)Nc3ccc(F)cc3F)sc2n1
-1	O=C(c1ccccc1-c1nc(-c2ccccc2)no1)N1CCOCC1

# The list itself, previewed entries included:
TbREL1 inh	SMILES
3	CC(=O)c1sc(NC(=O)c2cc(S(=O)(=O)N3CCOCC3)ccc2F)nc1C
1	COc1ccc(C2=CC(=O)CC(c3ccc(F)cc3)C2)cc1 (stereo not given)
-4	COc1ccc(C)cc1-n1nnnc1SCC(=O)N1CCC(C(=O)Nc2nccs2)CC1
6	Cc1nc(N2CCOCC2)c2c(C)c(C(=O)Nc3ccc(F)cc3F)sc2n1
-1	O=C(c1ccccc1-c1nc(-c2ccccc2)no1)N1CCOCC1
1	CCOc1ccc(C(C)=O)cc1CN1C(=O)NC(C)(C2CC2)C1=O (stereo not given)
2	N#Cc1ccc2[nH]cc(C3c4cc(F)ccc4C=C(c4ccsc4)N3c3ccc(C#CCCO)cc3)c2c1 (stereo not given)
1	COc1ccc(C(OC(=O)c2ccco2)C(=O)NCc2ccco2)cc1 (stereo not given)
-2	Cc1cc(Nc2ccccc2)cc(=O)n1C
-3	CCN(CC)c1ccc(C(=O)n2cnc3ccccc32)cc1

# Some of these compounds in order of their number in TbREL1 inh, rising.
TbREL1 inh	SMILES
-3	CCN(CC)c1ccc(C(=O)n2cnc3ccccc32)cc1
-2	Cc1cc(Nc2ccccc2)cc(=O)n1C
1	COc1ccc(C(OC(=O)c2ccco2)C(=O)NCc2ccco2)cc1 (stereo not given)

# Additional compounds
TbREL1 inh	SMILES
4	NC(=O)CC(NC(=O)c1ccccc1)c1ccc(N2CCC(Br)CC2)c([N+](=O)[O-])c1 (stereo not given)
0	COc1ccc(CCNC(=O)C2CCN(S(=O)(=O)N3CCC4(CC3)OCCO4)CC2)cc1OC
-3	Cc1ccc2nc3c(nc2c1C)C(O)=C3O
-4	CCOC(=O)C1CCN(C(=O)C2CCCN(S(=O)(=O)c3ccc(OCC)c(Cl)c3)C2)CC1 (stereo not given)
-1	O=S(=O)(NCc1nc(-c2ccccc2)no1)c1ccc(F)cc1
6	CCOc1ccc(N(CC(=O)Nc2ccc(F)c(F)c2)S(=O)(=O)c2c(C)noc2C)cc1
4	Cn1c(=O)c2cc(S(=O)(=O)NC(Cc3ccccc3)C(=O)NCC3CCCO3)ccc2n(C)c1=O (stereo not given)
3	CN(C)CCN(Cc1cccs1)S(=O)(=O)c1csc(C(N)=O)c1
0	CC(C)n1c(NCc2ccc(Cl)cc2)nc2ccccc21
-3	N#CC(CC(=O)c1ccc(F)cc1)c1ccc2c(c1)OCO2 (stereo not given)
2	Cc1ccc(S(=O)(=O)N2CCc3ccccc3C2CC(=O)O)cc1 (stereo not given)
4	Fc1ccccc1C(c1nnnn1C1CCCC1)N1CCN(Cc2ccccc2)CC1 (stereo not given)
4	O=C(CCNC(=O)c1ccccc1)Nc1nc2ccccc2s1
-2	Cc1ccc(-c2c(NC(=O)Nc3ccccc3)nc3ncccn23)cc1
1	C[C@@H](NC(=O)c1nc[nH]c1C(=O)NCC(=O)OCc1ccccc1)c1ccccc1
2	O=C(Nc1ccc(N2CCN(C(=O)c3cccs3)CC2)cc1)c1ccc(Br)o1
-3	Cc1ccccc1C(O)c1ccccn1 (stereo not given)
-2	Cc1ccc(-c2c(C#N)c(N)n(-c3ccc(Cl)cc3)c(=O)c2C#N)cc1
-1	O=S1(=O)CCO[C@H]2Cc3ccccc3[C@H]2N1Cc1ccc(Cl)cc1
0	C=Cc1ccc(C2=CC(=O)C[C@H](c3ccc(OC)cc3)C2)cc1
-2	COc1ccc(CCNC(=O)CSc2nnnn2Cc2ccc3c(c2)OCO3)cc1OC
0	CCCn1c(SCC(=O)NCc2ccco2)nnc1-c1ccncc1
3	O=C(CSc1nnc(-c2ccccc2F)o1)NC1CC1
6	CC(C)NC(C(=O)Nc1cc(Cl)cc(Cl)c1)c1ccccc1 (stereo not given)
0	O=C(OCc1ccc(Cl)c(Cl)c1)c1cccnc1Cl
0	C[C@H]1CCC[C@@]2(O[C@@H](CCO)C[C@H](O)[C@H]2O)O1
0	COc1ccc(C2=NN(CN3C(=O)C(=O)c4ccccc43)C(c3ccc(C)cc3)C2)cc1 (stereo not given)
-2	COc1ccc([N+](=O)[O-])cc1N(CC(=O)NCc1ccco1)S(C)(=O)=O
4	O=C(CN1CCN(S(=O)(=O)c2ccccc2F)CC1)Nc1ccnn1C1CCCC1
2	O=C1CC(c2ccccc2F)C2=C(COC2=O)N1 (stereo not given)
0	CS(=O)(=O)Nc1ccc(C(=O)NC2CCCC2)cc1
8	C[C@@H]1OC(C2CCCCC2)N(C)[C@H]2C[C@H]3c4[nH]c5ccccc5c4CCN3C[C@@H]12 (stereo not given in full)
3	CNC(=O)c1oc(-c2ccc(Cl)cc2)nc1C
-3	Cc1cc(C)cc(C(=O)NCC(=O)N2CCN(C(c3ccccc3)c3ccccc3)CC2)c1
1	CCC(=O)Nc1nc(CC(=O)Nc2ccccc2)cs1
1	O=c1ccn(Cc2ccccc2)cc1
0	O=C(Nc1ccc(S(=O)(=O)NC2=NCCCCC2)cc1)c1cccs1
-2	Cc1nc2c(oc3ccc(Cl)cc32)c(=O)[nH]1
0	CCC(C)NC(=O)CC(NS(=O)(=O)c1ccc(C)cc1)c1ccc(OC)cc1 (stereo not given)
-1	Cc1ccc(-c2nc3ncccc3o2)cc1NC(=O)Cc1ccc(Cl)cc1
6	O=c1nc2n(CCO)c3ccccc3cc-2c(=O)[nH]1
-2	CCOC(=O)C1Oc2ccccc2C(c2ccc(F)cc2)=C1C(=O)OC (stereo not given)
-2	CCC1CCCCN1C(=O)Cn1c(C(=O)OC)cc2ccsc21 (stereo not given)
-2	CCOC(=O)[C@]12CCCCC/C=C\1N(CCc1ccc(Cl)cc1)C(=O)[C@H]2CC(=O)NCCC(C)C
1	O=C(NC1CC2CCCC(C1)N2C(=O)NC1CCCCC1)c1ccccc1 (stereo not given)
-3	CCN(CC)CCCOC(=O)C1(c2ccccc2)CCCC1
9	Cc1ncc(CO)c(C=O)c1O
4	Cc1nn(Cc2ccc([N+](=O)[O-])cc2)c(=O)n1-c1c(F)cccc1F
0	Cc1onc(-c2ccccc2)c1C(=O)N/N=C/c1cc(Br)c(Br)o1
-1	CC(C)COc1nc2ccccc2nc1C(C#N)C(=O)NC1CCCCC1 (stereo not given)

# Next section:
TbREL1 inh	SMILES
1	COc1ccc(S(=O)(=O)NC(C)C(=O)Nc2cccc([N+](=O)[O-])c2)cc1 (stereo not given)
-3	COc1cc(C(=O)N(Cc2cc3ccccc3[nH]c2=O)CC2CCCO2)cc(OC)c1OC (stereo not given)
-3	COc1ccc(C2/C(=C(/O)c3ccccc3)C(=O)C(=O)N2c2ncccn2)cc1OC (stereo not given)
-1	CCCCC(=O)Nc1cccc(-c2nn3c(C)nnc3s2)c1
0	Cc1cc(C)cc(OCc2nnc(SCC(=O)Nc3ccccc3)o2)c1
0	CN=C1CC(SC)=C1c1ccc(C)cc1
3	CCCCC(=O)c1ccc(O)cc1O
4	CC(OC(=O)c1n[nH]c2ccccc12)C(=O)Nc1ccccc1[N+](=O)[O-] (stereo not given)
0	COc1ccc(Cn2cc(CN3CC(N4CCCCC4)CS3(=O)=O)nn2)cc1 (stereo not given)
3	Cc1ccc(NC(=O)Cn2nc(C)c(S(=O)(=O)N(C)C)c2C)cc1
5	O=C(CC1Sc2ccccc2NC1=O)Nc1cccc(C(=O)O)c1 (stereo not given)
6	CC1(C)CC(=O)C=C(Nc2cc(-c3ccccc3)[nH]n2)C1
-4	O=C(CC1Nc2c3ccccc3nc(=S)n2C1=O)NC1CCCCC1 (stereo not given)
1	CCCn1c(=O)c2sccc2n2c(CCCC(=O)NCc3ccco3)nnc12
-2	CC1=C(C(=O)NC(C)c2ccccc2)C2(CCC(C)CC2)OC1=O (stereo not given)
1	O=C(Cc1cc(=O)[nH]c(=O)[nH]1)N1CCC(Cc2ccccc2)CC1
2	N#CCC(CNc1ncc(C(F)(F)F)cc1Cl)OC(=O)c1c(F)cccc1F (stereo not given)
-2	Clc1ccccc1Sc1cnc2ccccc2n1
2	O=C(COC(=O)c1ncc(Cl)c(Cl)c1Cl)Nc1cccnc1Cl
0	CN/S(=N/S(=O)(=O)c1ccccc1)c1ccc(C)cc1 (stereo not given)
2	CC(=O)NC(C(=O)c1ccccc1)C(=O)c1ccccc1
2	O=C(O)c1ccc(Sc2ccccn2)c([N+](=O)[O-])c1
0	CCOc1ccc(C(=O)Nc2ccccc2OC(F)F)cc1
4	Cc1ccccc1-c1noc(CNC(=O)c2ccco2)n1
8	O=C(CCC(=O)N1CCN(c2ccccn2)CC1)c1ccc(Cl)s1
-1	CCOC(=O)[C@H]1[C@H]2COc3ccc(Br)cc3[C@@H]2N2C(=O)CN(Cc3ccc(OC)cc3)C(=O)[C@@]12C
-5	CCCCNC(=O)NNC(=O)COc1cc(C)cc(C)c1
0	CC(C)CC(NC(=O)COc1ccccc1)C(=O)O (stereo not given)
-1	Cc1ccccc1CS(=O)(=O)CCC(=O)N1CCN(c2ccc(N3CCOCC3)nn2)CC1
1	O=C(CSc1cc(Cl)ccc1Cl)NCC(=O)Nc1ccc(F)c(F)c1F
-2	CC(C)Nc1nc(N(c2ccccc2)c2ccccc2)nc(-n2ccnc2)n1
1	CC(Oc1ccccc1)C(=O)N1CCC2(CC1)Oc1ccc(F)cc1C(=O)C21CC(c2ccccc2)=NO1 (stereo not given)
-7	Cc1cccc(NC(=S)NNC(=S)NC2CCCCC2)c1C
-1	Cc1ccc([C@@H]2[C@@H]3C(=O)N(c4ccccc4)C(=O)[C@@H]3[C@]3(C)C(=O)N(Cc4ccccn4)CC(=O)N23)o1
1	Cc1sc2ncnc(N=Nc3c(O)[nH]c4ccccc34)c2c1C
-2	CCOC(=O)c1ccc(NC(=O)CC2SC3=NCCN3C2=O)cc1 (stereo not given)
-4	S=c1[nH]nc(-c2cc(-c3ccco3)[nH]n2)n1-c1ccccc1
-2	O=C1CC(N2CCCN(C3CC(=O)N(c4ccc(F)cc4)C3=O)CC2)C(=O)N1c1ccc(F)cc1 (stereo not given)
-3	CCOC(=O)[C@]12CCCC=C1N(Cc1ccco1)C(=O)[C@H](CC(=O)NCc1ccc(OC)c(OC)c1)C2
0	COc1ccccc1NS(=O)(=O)c1ccc(C(=O)NCC(c2ccco2)N(C)C)cc1 (stereo not given)
7	O=C(O)CCCNC(=O)/C(=C\c1ccccc1F)NC(=O)c1ccccc1
-2	COc1ccc(C)cc1S(=O)(=O)N1CCN(c2cccc(C(F)(F)F)c2)CC1
3	CCCN(CC(=O)Nc1ccccc1C)C(=O)c1ccc(N2CCCCC2)c([N+](=O)[O-])c1
-2	CNC(=O)c1c(C)[nH]c(=S)c(C#N)c1-c1ccco1
0	CN1CCN(NC(=O)COc2cccc(C(F)(F)F)c2)CC1
0	CCCCN(Cc1ccccc1)C(=O)c1cnc2n(c1=O)CCS2
0	CC1(C)CC(NC(=O)Nc2ccc([N+](=O)[O-])cc2)CC(C)(C)N1
0	COc1ccc(S(=O)(=O)Nc2cc3c4c(oc3c3ccccc23)CC(C)(C)CC4=O)cc1
-2	Cc1ccc(S(=O)(=O)NC(CC(=O)NCc2ccco2)c2ccco2)cc1 (stereo not given)
-1	Cc1ccc(-n2nnnc2SCC(=O)NCC2(N3CCCCC3)CCCCC2)c(C)c1

# Another view of some results above:
Structure: CCCN(CC(=O)Nc1ccccc1C)C(=O)c1ccc(N2CCCCC2)c([N+](=O)[O-])c1
- TbREL1 inh: 3
Structure: CNC(=O)c1c(C)[nH]c(=S)c(C#N)c1-c1ccco1
- TbREL1 inh: -2
Structure: CN1CCN(NC(=O)COc2cccc(C(F)(F)F)c2)CC1
- TbREL1 inh: 0
Structure: CCCCN(Cc1ccccc1)C(=O)c1cnc2n(c1=O)CCS2
- TbREL1 inh: 0

# The list goes on:
TbREL1 inh	SMILES
-4	CCCCCC1CCC(C(=O)N2CCOCC2)CC1 (stereo not given)
1	COc1cccc(/C=N/NC(=O)c2ccc(COc3ccc(Cl)cc3Cl)o2)c1
3	Nc1ccccc1-n1cccc1
3	O=C(CCCN1C(=O)c2ccccc2C1=O)N1CCOCC1
3	O=S(=O)(c1ccccc1)N1CCN(c2nc3ccccc3s2)CC1
-6	O=C(CSc1nnc(COc2ccccc2)n1-c1ccccc1)Nc1ccc(S(=O)(=O)Nc2nccs2)cc1
-2	CC1CCN(C(=O)CN(C2CCCCC2)S(C)(=O)=O)CC1
-7	CC(C)C[C@H]1CNC(=O)C(=O)N1CC1CCN(CCc2ccc(-c3ccccc3)cc2)CC1
1	O=C(NCc1ccccn1)c1ccc(N2CCCC2=O)cc1
-3	CCCNC(=O)NC(=O)CN1C(=O)NC(C)(c2ccc3ccccc3c2)C1=O (stereo not given)
1	COc1cc(CNC(C)(C)C)cc(Br)c1OCc1cccs1
-2	CCOC(=O)c1ccc(C(=O)OCC)nc1
0	CO/N=C/NC(=O)N1OC[C@@H]2COc3ccc4ccccc4c3[C@@H]21
4	Cc1nc2c(nnn2Cc2ccccc2)c(=O)[nH]1
-2	COc1ccc(-c2cc(N)n(S(=O)(=O)c3ccc(C)cc3)n2)c(OC)c1
-2	CCOC(=O)CN1CC23C=CC(O2)C(C(=O)Nc2ccc(OC)cc2OC)C3C1=O (stereo not given)
-1	O=C1CN(C(=O)COc2ccc(Cl)c(Cl)c2)c2ccccc2N1
-7	CC(C)c1ccc(NC2CCCN(C(=O)c3cscn3)C2)cc1 (stereo not given)
0	COc1ccc2cc(CCNC(=O)c3c(-c4ccccc4Cl)noc3C)c(=O)[nH]c2c1
